PDI turbidity: inhibitors of human PDI, primary screen, biochemical, turbidity, single point, plate reader; inhibition, % at 10 µM; hit rate 0.052% among 350,000; AID 588391, 2011; PDI insulin aggregation turbidity, A650, 90 min;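 active = mean inhibition across replicates of 30% or more, whatever share of single replicates reach that level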;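 also: absorbance from insulin aggregation driven by PDI reduction with DTT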
Target sequence (P07237 whole entry, looked up): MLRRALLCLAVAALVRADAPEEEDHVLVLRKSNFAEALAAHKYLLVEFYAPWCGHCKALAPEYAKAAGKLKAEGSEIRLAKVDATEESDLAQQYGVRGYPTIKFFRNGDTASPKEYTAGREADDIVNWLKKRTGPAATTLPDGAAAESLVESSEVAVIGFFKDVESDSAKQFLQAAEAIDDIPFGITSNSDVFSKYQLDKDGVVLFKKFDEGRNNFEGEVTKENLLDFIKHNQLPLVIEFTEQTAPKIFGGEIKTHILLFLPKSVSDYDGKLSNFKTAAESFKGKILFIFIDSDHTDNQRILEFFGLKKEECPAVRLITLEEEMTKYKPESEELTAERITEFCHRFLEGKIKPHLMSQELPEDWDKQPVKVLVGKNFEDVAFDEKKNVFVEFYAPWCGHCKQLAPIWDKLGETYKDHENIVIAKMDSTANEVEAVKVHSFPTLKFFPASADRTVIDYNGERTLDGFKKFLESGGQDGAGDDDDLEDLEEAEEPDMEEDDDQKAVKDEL
CF NFkB block: inhibitors of PAF-induced NF-kB signaling, primary screen, cell-based, GFP fluorescence, uHTS. KKLEB NF-kB-GFP reporter, GFP fluorescence overnight. inhibition, % at 5 µM. hit rate 0.86% among 360,000. AID 588850, 2011;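 active = at least 50% inhibition at 5 µM, scaled per plate between neutral and stimulator controls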;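 also: PAF is a Pseudomonas aeruginosa culture filtrate used as stimulus; plate controls were PAF-stimulated DMSO wells for no effect and unstimulated DMSO wells for full effect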
HIF-2a inh: HIF-2a reporter inhibitors, primary screen, luminescence, 786-0 RCC cells | AID 624352, 2012 | 786-0 RCC cells HIF-2a reporter, luciferase luminescence, overnight | inhibition, % at 18.8 µM | hit rate 0.72% among 360,000;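 active = inhibition of the luminescence signal of 40% or more relative to plate controls, in a single-dose primary screen at 18.75 µM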
TRPM1 prom inh: inhibitors of MITF-dependent TRPM1 promoter reporter, primary screen, cell-based, SK-MEL-5, single point, luciferase; SK-MEL-5 TRPM1 promoter luciferase, 24 h; inhibition, % at 12.5 µM; hit rate 0.83% among 330,000; AID 488899, 2010;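 active = mean inhibition across replicates of 60% or more, whatever share of single replicates reaches that level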; also: values of inactives mirror those of a sister screen read the other way
Shn3 3UTR inh: reduction of Shn3 3'UTR firefly luciferase signal, primary screen, Schnurri-3 inhibitor project, cell-based, Clone20 osteoblasts, set 2 | hit rate 0.52% among 360,000 | Clone20 osteoblast Shn3 3'UTR firefly luciferase, 24 h | inhibition, % at 12.5 µM;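 active = mean inhibition of at least 75% with every replicate also reaching 75%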;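 also: 0% = median of neutral control wells and 100% = pilot-screen positive control compound; some compounds past the cut are filed as inactive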
Peg3 promoter: Peg3 promoter-driven luciferase inhibitors, primary screen, cell-based, HeLa, luciferase luminescence. hit rate 1.7% among 360,000. AID 588405, 2011. HeLa PEG-Prom luciferase reporter, overnight. inhibition, % at 20 µM;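 active = inhibition of at least 50% at 20 µM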
KKLEB cytotox: cytotoxicity in KKLEB CF airway cells, primary screen, cytotoxicity control for CF NF-kB inhibitor project, cell-based, uHTS, fluorescence assay plates; AID 602141, 2011; hit rate 0.36% among 360,000; KKLEB CF airway cells viability, ATPlite luminescence, overnight; hits give low values; cells stimulated with P. aeruginosa culture filtrate; activity change (cytotoxicity), % at 5 µM;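 active = corrected activity change at or below -50% at 5 µM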
NR2E3 ag-1: NR2E3 agonists in two-hybrid cells, primary screen, cell-based, luminescence, CHO-S, Gal4-NCOR/VP16-NR2E3. inhibition of corepressor binding, % at 3.98 µM. luciferase. AID 602229, 2012. hit rate 0.35% among 360,000. Photoreceptor-specific nuclear receptor (Homo sapiens), Q9Y5X4;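 active = inhibition above the mean of all tested compounds plus 3 SD, cut at about 70% in these data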;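 also: 0% = DMSO with NR2E3 transfected cells and 100% = cells lacking NR2E3 construct; higher means lower luciferase signal from less NR2E3 corepressor binding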
Target sequence (Q9Y5X4 whole entry, looked up, the tested form may be a part): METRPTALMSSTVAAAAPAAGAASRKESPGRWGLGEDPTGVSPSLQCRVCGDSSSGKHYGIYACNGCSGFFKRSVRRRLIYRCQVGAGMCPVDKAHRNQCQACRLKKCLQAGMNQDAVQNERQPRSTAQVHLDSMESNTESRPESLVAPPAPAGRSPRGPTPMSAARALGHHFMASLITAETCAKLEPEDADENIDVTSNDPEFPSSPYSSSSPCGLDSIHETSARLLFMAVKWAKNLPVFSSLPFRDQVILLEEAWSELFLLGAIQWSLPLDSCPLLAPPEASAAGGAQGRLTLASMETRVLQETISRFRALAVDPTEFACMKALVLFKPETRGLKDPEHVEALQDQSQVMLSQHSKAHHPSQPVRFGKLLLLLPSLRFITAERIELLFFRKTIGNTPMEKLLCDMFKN
Vif inh: HIV Vif self-association inhibitors, primary screen, imaging, HEK293T, single point; inhibition, % at 7.49 µM; hit rate 0.35% among 340,000; HEK293T cells, Vif self-association by quenched fluorescence, 24 h; in the data active = inhibition above about 50%, passing the limit was not always enough; also: some results filed as inactive read as strong as hits
NR2E3 ag-2: inhibitors of NR2E3-RetCOR corepressor binding, primary screen, NR2E3 agonist project, biochemical, TR-FRET, GST-NR2E3, biotin-RetCOR; inhibition of corepressor binding, % at 4.78 µM; AID 2300, 2010; 1536-well; Photoreceptor-specific nuclear receptor (Homo sapiens), Q9Y5X4; hit rate 0.12% among 320,000;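 active = percent inhibition above the cutoff of mean plus 3 SD of all tested compounds, set per screening campaign, cut at about 20% in these data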;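 also: 0% = DMSO wells and 100% = biotin wells as full block of FRET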
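Material – GST-tagged NR2E3 plus biotinylated RetCOR corepressor · Quantity – NR2E3 fusion 1.35 nM · Times – 5 h incubation at 4 °C · Medium – pH 7.5 Tris-based buffer · Technique – TR-FRET, Eu(K)-anti-GST donor, streptavidin-D2 acceptor, ex 340, em 617/671 nm · Benchmarks – high control biotin, low control 0.6% DMSO · Format – 1536-well plates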
CaV13 ICDI inh: Primary screen for inhibitors of IQ motif and Ca2+-dependent inactivation inhibitor domain binding in CACNA1D, Förster resonance energy transfer in living cells, …; HEK cells, CFP/YFP FRET ICDI-IQ, plate reader, 10 min; percent FRET-ratio fall versus neutral wells; inhibition, % at 12.3 µM; hit rate 0.098% among 340,000;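 active = mean replicate inhibition of at least 30% and at least 1% of replicates passing that level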;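 also: 0% = median of the neutral control wells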
* marks the source's active call; other numbers are inactive results; / = no result given.

SMILES | Vif inh | KKLEB cytotox | NR2E3 ag-2 | Shn3 3UTR inh | CaV13 ICDI inh | NR2E3 ag-1 | HIF-2a inh | Peg3 promoter | PDI turbidity | TRPM1 prom inh | CF NFkB block
CCCc1nc(N)c(C#N)c(-c2cccnc2)c1CC | -10 | -31 | 5 | 12 | -5 | -15 | 14 | 24 | 5 | -5 | 6
Nc1nc(-c2ccc3c(c2)NC(=O)CO3)cs1 | -17 | 7 | 0 | 3 | / | -14 | -40 | -24 | 20 | -13 | -2
O=C(Nc1ccc(S(=O)(=O)N2CCCCC2)cc1)c1ccncc1 | -6 | 3 | -5 | 4 | / | 40 | 13 | 20 | -6 | -5 | 1
COc1cc(NC(=O)CSc2ncnc3c2cnn3Cc2ccccc2)cc(OC)c1 | -5 | -14 | -4 | 12 | -3 | -2 | 21 | 21 | 2 | 0 | 18
Cc1ccc(C(=O)NCC(=O)OCC(=O)Nc2ncc(C(F)(F)F)cc2Cl)cc1 | -5 | 23 | 0 | 5 | -4 | 14 | 12 | -8 | -3 | -7 | -9
C/C=C/CSc1nc2c(c(=O)[nH]c(=O)n2C)n1C(C)C | 15 | 2 | -3 | -5 | -4 | -25 | 12 | 5 | -3 | -2 | 8
O=C(Cc1ccsc1)Nc1ccccc1F | 4 | -14 | 1 | -11 | -3 | -32 | -15 | -21 | 4 | -7 | 0
Cc1cc(C)nc(NC(=O)CN2C(=O)c3ccccc3S2(=O)=O)n1 | -8 | -1 | -1 | -4 | -6 | -14 | 10 | 3 | 8 | 1 | 1
CCC(C)N(C(=O)CSc1ncnc2sccc12)C1CCS(=O)(=O)C1 (configuration not stated) | 1 | 14 | 0 | -13 | -6 | -10 | 5 | 12 | -5 | 3 | 0
Cc1cc(C)c(S(=O)(=O)NCCn2ccc3ccccc32)c(C)c1 | -3 | 2 | 3 | -10 | -7 | -15 | 1 | -7 | / | / | 4
COC(=O)C1=CO[C@@H](C)[C@H]2CN3CCc4c([nH]c5ccccc45)[C@@H]3C[C@H]12 | -9 | 15 | -1 | 19 | -7 | 9 | 13 | 31 | -5 | 2 | 13
Cn1c(CNC(=O)c2cccs2)n[nH]c1=S | 1 | 2 | -2 | -4 | -17 | -30 | 5 | -6 | 6 | -4 | 3
CCCNC(=S)Nc1c(C)n(C)n(-c2ccccc2)c1=O | -11 | 5 | 1 | -20 | -4 | -11 | 12 | -7 | 2 | -2 | 16
CCOc1ccc(NC(=O)CN(C)C(=O)c2ccc(C)c(S(=O)(=O)N3CCCCC3)c2)cc1OCC | -7 | -1 | / | 17 | -13 | 0 | 17 | 20 | 0 | 6 | 19
CCN1CCN(C(=O)C2CCN(S(=O)(=O)N3CCC4(CC3)OCCO4)CC2)CC1 | -3 | 18 | 2 | -51 | -7 | 1 | 8 | 1 | 6 | -2 | -26

The list goes on:
SMILES | Vif inh | KKLEB cytotox | NR2E3 ag-2 | Shn3 3UTR inh | CaV13 ICDI inh | NR2E3 ag-1 | HIF-2a inh | Peg3 promoter | PDI turbidity | TRPM1 prom inh | CF NFkB block
Cc1cc(NC(=O)COC(=O)c2cccc(S(=O)(=O)N3CCOCC3)c2)no1 | 13 | 1 | 3 | -26 | / | -14 | 24 | 6 | -2 | -2 | -8
CCc1ccccc1NC(=O)c1nnn(CC(=O)Nc2cccc(C)c2C)c1N | 10 | 12 | 6 | 18 | 0 | 10 | 17 | 18 | 11 | -8 | 3
COc1ccc(C(=O)N2CCCC(C(=O)N3CCCCCC3)C2)cc1 (configuration not stated) | 7 | 11 | 4 | -13 | -4 | 10 | 13 | 19 | -14 | 4 | -4
CN(C)C(=O)COc1ccc(Oc2ccccc2)cc1 | -2 | 6 | 1 | 4 | -5 | -6 | 6 | -3 | 6 | -1 | -4
Cc1ccc(S(=O)(=O)NCCC(=O)OCC(=O)N(C)c2ccccc2)cc1 | 1 | 4 | -1 | -14 | -5 | -17 | -2 | -15 | -3 | 4 | -3
COc1ccc(S(=O)(=O)N(Cc2ccccc2)c2ccccc2C(=O)O)cc1 | 14 | 13 | 1 | -9 | -3 | -23 | 24 | 14 | 1 | 0 | 11
O=C(COC(=O)CNC(=O)c1ccc(Cl)cc1Cl)NNC(=O)c1ccccc1F | -4 | -4 | / | 3 | -9 | -3 | 10 | -3 | -2 | 5 | 2
CCOc1ccccc1CN1CCNC(=O)C1CC(=O)N(C)CCC1CCOCC1 (configuration not stated) | 1 | -6 | 0 | -17 | -2 | -16 | 11 | -8 | 4 | 6 | 22
O=CN(c1ccccc1)c1ccc2ccccc2c1 | -4 | 6 | 2 | -9 | -6 | -15 | -44 | -51 | -4 | 5 | -20
O=C1C=C(c2ccc(F)cc2OCc2ccccc2)C[C@@H](c2ccc3c(c2)OCO3)C1 | -1 | -28 | 1 | 62 | -12 | 4 | 12 | 12 | -7 | 7 | 24
CC1CCCN(S(=O)(=O)c2ccc3[nH]c(=O)cc(C(=O)NCCCN4CCCCCC4)c3c2)C1 (configuration not stated) | 22 | -6 | / | -9 | -11 | -52 | -4 | 1 | 9 | / | 7
COc1ccc2nc(C)cc(SCC(=O)N/N=C/c3ccco3)c2c1 | 1 | -15 | 2 | 12 | -4 | 21 | 19 | 12 | 4 | -8 | 21
C=CCNC(=O)c1ccccc1CCc1ccccc1 | -2 | -13 | 0 | -12 | -3 | 11 | 7 | 9 | -2 | -11 | 11
COc1ccc2nc(N3C(=O)/C(=C/c4ccccc4)NC3=S)sc2c1 | -2 | -13 | 0 | -7 | -5 | -12 | -30 | -4 | 0 | -1 | -4
Cc1ccc(N2C(=S)N=C(Nc3ccccc3C)C23CCOC(C)(C)C3)cc1 (configuration not stated) | -24 | 3 | -1 | 3 | -3 | 12 | 20 | 13 | -5 | 2 | -5

More records
SMILES | Vif inh | KKLEB cytotox | NR2E3 ag-2 | Shn3 3UTR inh | CaV13 ICDI inh | NR2E3 ag-1 | HIF-2a inh | Peg3 promoter | PDI turbidity | TRPM1 prom inh | CF NFkB block
COc1ccc(N2CCN(C(=O)/C(C#N)=C/c3ccccc3)CC2)cc1 | 0 | -12 | 2 | -1 | -5 | -6 | 3 | 15 | -5 | 6 | -4
COc1ccc(NC(=O)CN(C)C(=O)c2ccc(N3CCCC3)c([N+](=O)[O-])c2)cc1 | 2 | -4 | -4 | 11 | -7 | 10 | 12 | 5 | 6 | 1 | 20
COc1ccc(-c2cc(C(=O)N3CCCC(C(F)(F)F)C3)c3ccccc3n2)cc1OC (configuration not stated) | -15 | -6 | -1 | 11 | -6 | 3 | 8 | 42 | -4 | 10 | -3
CC(=O)Nc1ccc(/C(C)=N/NC(=O)c2ccncc2)cc1 | 21 | 16 | 2 | -28 | -5 | -24 | -67 | 9 | 1 | 14 | 13
CN(CC(=O)Nc1ccc(C#N)cc1)Cc1ccc(Cl)cc1 | -2 | 4 | 4 | 19 | / | -23 | 8 | 18 | 6 | 7 | -27
CCCC(=O)c1c[nH]c(C(=O)NCCCN2CCOCC2)c1 | 9 | 2 | 2 | -1 | -5 | -15 | 12 | -1 | -7 | 1 | -6
Cc1ccc2cccc(S(=O)(=O)Nc3ccc4c(c3)OCO4)c2n1 | / | 1 | 3 | 6 | -8 | -19 | 0 | 19 | -3 | -1 | 22
CC1(C)CC(=O)C2=C(C1)OC(=O)C2(NC(=O)c1cccs1)C(F)(F)F (configuration not stated) | -1 | -13 | 0 | -1 | / | -10 | 17 | 18 | 0 | 2 | 10
CCOc1ccc(CN(C)C(=O)CCc2ccc(S(=O)(=O)N3CCCCCC3)cc2)cc1 | -22 | 13 | 1 | 20 | -4 | 43 | 8 | 9 | -7 | 20 | 16
O=C(c1ccc(S(=O)(=O)NCc2ccco2)cc1)N1CCCC1 | 5 | -1 | 7 | 24 | -5 | -6 | 3 | 17 | -7 | 3 | 3
Cc1cc(C)c2cc(CN(CCO)Cc3nnnn3Cc3ccc(F)cc3)c(=O)[nH]c2c1 | -5 | -4 | / | 3 | / | 11 | 4 | 6 | -1 | 5 | 2
O=C(COC(=O)c1ccc2ncsc2c1)NCc1cccc(Cl)c1 | -1 | -11 | 4 | -26 | -5 | -16 | -31 | -33 | -6 | -8 | 33
O=C(CSc1nc2cc(S(=O)(=O)N3CCOCC3)ccc2o1)Nc1c(F)cccc1F | 5 | 12 | 4 | 18 | -2 | 11 | 13 | -1 | -4 | 8 | 0
Cn1c(=O)c2c(nc(SCC(=O)NCc3ccco3)n2C)n(C)c1=O | 0 | 0 | 1 | 4 | -5 | 13 | 6 | 6 | -8 | -1 | -2
COc1ccc(N(CC(=O)Nc2ccc3c(c2)OCO3)S(=O)(=O)c2ccc(C)cc2)cc1OC | 2 | -20 | 5 | 25 | -1 | -20 | 25 | 18 | -3 | 12 | 5

Next part.
SMILES | Vif inh | KKLEB cytotox | NR2E3 ag-2 | Shn3 3UTR inh | CaV13 ICDI inh | NR2E3 ag-1 | HIF-2a inh | Peg3 promoter | PDI turbidity | TRPM1 prom inh | CF NFkB block
O=C(O)c1cccc(NS(=O)(=O)c2ccc3nnn(O)c3c2)c1 | 3 | -10 | 0 | -3 | 1 | -23 | 7 | 24 | 10 | 0 | 8
CC(C)(C)c1ccc(-c2nc(C#N)c(NCc3ccncc3)o2)cc1 | -5 | -13 | 0 | -13 | -5 | -56 | -128 | -231 | -7 | -22 | -2
CCCCc1ccc(NC(=O)N[C@H](C(=O)O)C(C)C)cc1 | 0 | 0 | -1 | 9 | / | -12 | -20 | 6 | 12 | -12 | 4
CC(C)(C)NC(=O)CSc1ncccc1-c1nc2ccccc2[nH]1 | 16 | -2 | 2 | 9 | -7 | -27 | -17 | 0 | 0 | -3 | 4
Cc1ccc(C(=O)N/C(=C\c2ccc(F)cc2)C(=O)NCCN2CCOCC2)cc1 | 4 | 8 | 1 | 6 | -4 | -15 | 6 | 0 | -2 | -8 | -11
Cc1ccccc1NC(=O)c1ccccc1O | 1 | -4 | 4 | -16 | -7 | -37 | -106 | -80 | -2 | -32 | -18
O=C1CC(SC(=NCc2ccc3c(c2)OCO3)Nc2ccccc2)C(=O)N1c1ccccc1 (configuration not stated) | -12 | 13 | 0 | 18 | / | -8 | -2 | 1 | -3 | 4 | -10
O=c1cc[nH]c2c1ccc1cccnc12 | -4 | -2 | 3 | -16 | -4 | 5 | -9 | -18 | -3 | 2 | -27

Source: PubChem
